Screening data: PubChem BioAssay, several laboratories
M18AAP inhibitor: PfM18AAP enzyme inhibition | 290,000 compounds, 1.2% hits | inhibition, % at 7.35 µM | recombinant PfM18AAP, H-Glu-NHMec fluorogenic cleavage;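 active = inhibition above the campaign mean inhibition over all tested compounds plus 3 SD, cut at about 28% in these data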;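 also: 0% = plate median of test compound wells and 100% = 2 mM ZnCl2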
MEKK2 WT-MEK5: raises or lowers MEK5 binding to wildtype human MEKK2 PB1 domain | bead flow cytometry, Alexa488-MEK5 binding to MEKK2 WT; actives lie on both sides | Q9Y2U5 | 290,000 compounds, 1.1% hits | AID 1531 | binding response (% of control), % at 10 µM; in the data active = binding response below about 67% or above about 130%
pCIP destab: p/CIP protein destabilization. Q05BA5. F442A p/CIP-EGFP cells, EGFP fluorescence, 16 h. decrease of EGFP signal, % at 10 µM. 290,000 compounds, 0.01% hits. AID 1984;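 active = EGFP signal decrease of at least 30% at 10 µM or well 3 SD below plate mean, unless failing retest; inactive = the rest, including hits failing retest or dose response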; also: some compounds called inactive have numbers as strong as hits; many of its hits are not listed in these tables
MEKK2 mut-MEK5: signal of MEK5 binding to mutant human MEKK2 PB1 domain; bead flow cytometry, Alexa488-MEK5 binding to MEKK2 mutant; percent response, % at 10 µM; 290,000 compounds, 0.35% hits; in the data active = percent response above about 24%, passing the limit was not always enough; also: inactives centre near 1; some results filed as inactive read as strong as hits; reference of the scale not given here
IDE act: IDE (human) activation, cell-based; P14735; HEK cells, FAbeta-B cleavage, fluorescence polarization; 0% vehicle, 100% cell-free pure enzyme wells; activation, % at 5.96 µM; 340,000 compounds, 0.073% hits; AID 493087;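 active = activation above the mean of all tested compounds plus 3 SD, set per screening campaign, cut at about 17% in these data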
MEKK3 PB1 HTS: raises or lowers MEK5 binding to the human MEKK3 PB1 domain; 290,000 compounds, 1.4% hits; bead-based flow cytometry, Alexa488-MEK5 binding to MEKK3; actives lie on both sides; 0 = blocked by unlabeled MEK5, 100 = vehicle; Q99759; binding response (% of control), % at 10 µM; AID 1529;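 active = binding response more than 3 SD above or below the average of its plate-row segment, actives on both sides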;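 also: Alexa488 bead fluorescence after subtracting the streptavidin-only scavenger bead signal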
Target sequence (Q99759 whole entry, looked up, the tested form may be a part): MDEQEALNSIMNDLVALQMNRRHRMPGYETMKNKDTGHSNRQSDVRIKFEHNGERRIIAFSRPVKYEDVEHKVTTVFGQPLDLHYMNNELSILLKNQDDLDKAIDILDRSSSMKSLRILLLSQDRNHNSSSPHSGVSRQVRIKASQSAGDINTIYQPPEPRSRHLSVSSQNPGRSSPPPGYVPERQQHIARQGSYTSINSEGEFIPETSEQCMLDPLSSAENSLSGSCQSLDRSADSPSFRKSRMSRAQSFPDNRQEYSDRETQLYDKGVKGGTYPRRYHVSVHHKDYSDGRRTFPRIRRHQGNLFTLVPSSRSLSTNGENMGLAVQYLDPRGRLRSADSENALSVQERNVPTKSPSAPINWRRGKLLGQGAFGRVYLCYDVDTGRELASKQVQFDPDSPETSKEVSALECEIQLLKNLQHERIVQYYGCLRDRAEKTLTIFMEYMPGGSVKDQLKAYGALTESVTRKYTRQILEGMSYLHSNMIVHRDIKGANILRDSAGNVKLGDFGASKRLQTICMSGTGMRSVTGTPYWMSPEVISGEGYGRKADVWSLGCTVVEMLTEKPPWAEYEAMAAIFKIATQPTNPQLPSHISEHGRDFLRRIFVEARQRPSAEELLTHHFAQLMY
IDE cell inh: cellular human IDE inhibition; inhibition, % at 5.59 µM; 320,000 compounds, 0.41% hits; HEK cells, FAbetaB cleavage, fluorescence polarization; P14735; AID 434962;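 active = percent inhibition above the average of all tested compounds plus 3 SD, set per screening campaign, cut at about 16% in these data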;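 also: IDE supplied by intact live HEK cells; FP after avidin binding of uncleaved biotin substrate so inhibition keeps polarization high; 0% = DMSO wells and 100% = 60 µM reference IDE inhibitor Ii1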
SUMO HTRF inh: blocks human SUMOylation mediated by UBC9 | P63279 | HTRF SUMOylation assay, SAE1/SAE2 + UBC9, in vitro | inhibition, % at 35 µM | 290,000 compounds, 0.36% hits; in the data active = inhibition above about 50%, passing the limit was not always enough; also: strong numbers were not always called active
Target sequence (P63279 whole entry, looked up): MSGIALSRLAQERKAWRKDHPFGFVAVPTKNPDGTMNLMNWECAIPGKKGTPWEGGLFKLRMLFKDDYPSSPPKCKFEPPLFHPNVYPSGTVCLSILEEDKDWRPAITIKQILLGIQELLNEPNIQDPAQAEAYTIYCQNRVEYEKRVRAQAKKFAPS
NALP1 inh: NALP1 inhibition; S. cerevisiae NALP1/ASC/caspase-1 growth, X-gal OD620, 72 h; inhibition, % at 10 µM; 280,000 compounds, 0.61% hits; in the data active = inhibition mostly above about 24%, no sharp cut-off; inactive = mostly below about 32%; also: some compounds called inactive have numbers as strong as hits
* marks the source's active call; other numbers are inactive results; x = no result given; [ ] = dose if it differs, or a comment. This is a subset; count on the stated rates, not on these rows.

SMILES	M18AAP inhibitor	MEKK2 WT-MEK5	pCIP destab	MEKK2 mut-MEK5	IDE act	MEKK3 PB1 HTS	IDE cell inh	SUMO HTRF inh	NALP1 inh
O=C(Cn1c(=O)c2c(ncn2Cc2ccccc2)n(Cc2ccccc2)c1=O)N1CCCC1	-10	109	-11	15	-4	102	0	19	2
Cc1cc(=O)n2[nH]c(COc3ccccc3)nc2n1	-4	102	-14	0	3	101	4	12	x
CC1CCN(c2nc3c(cc2C#N)COC(C)(C)C3)CC1	-1	86	-17	-9	8	102	-2	19	5
COc1ccccc1C(=O)N/N=C(\C)c1ccc(NC(=O)C2CC2)cc1	-9	103	-21	-1	2	104	1	2	28
O=C(NCCc1ccc(Cl)cc1)c1nnc(Cc2ccc(Cl)cc2)o1	0	97	1	-3	3	106	1	10	28
CC(C)(C)c1[nH]nc2c1C(c1ccco1)C(C#N)=C(N)O2 (stereo not drawn)	-6	100	-4	0	-2	100	1	7	5
Cn1c(=O)c2c(ncn2CCCC(=N)N2CCOCC2)n(C)c1=O	-6	99	-17	-1	8	99	1	8	-12
Cc1nc(NC(=O)CSc2nnc(N)s2)c(Cl)cc1Cl	-1	103	0	1	2	105	-5	10	-8
C=CCn1c(C(C)NC(=O)CCC)nc2ccccc21 (stereo not drawn)	-8	99	-2	-1	5	103	1	10	24
CCCCNS(=O)(=O)c1ccc2nc(SCC(=O)c3ccccc3OC)[nH]c2c1	-2	66	-2	-39	-1	75*[inhibitor]	-1	-2	-21
O=C(C1CCCN(Cc2cccnc2)C1)N1CCCCC1 (stereo not drawn)	4	115	5	12	0	109	2	-2	6
Cc1ccc(S(=O)(=O)c2nc(NN(C)C)sc2Cl)cc1	12	98	-6	-3	0	95	3	-1	7
O=C(COC(=O)c1cc(Cl)ccc1[N+](=O)[O-])NCc1ccc(Cl)cc1Cl	-8	106	8	-1	6	97	2	-31	-1
Cc1ccccc1C(=O)Nc1ccc2nc3n(c(=O)c2c1)CCC3	4	102	5	-1	2	100	4	13	-10
COc1cccc2[nH]c(C(=O)NN)c(N)c12	-10	93	0	-5	-1	95	3	18	16
O=C(NC(=S)Nc1ccc(N2CCOCC2)c(Cl)c1)c1cccs1	1	97	-12	-7	0	104	-3	20	11
COc1ccc(C(=O)N[C@H](C(=O)NCc2cccs2)C(C)C)cc1	-6	105	-22	2	0	101	-1	19	-2
O=C(c1ccc(Cl)s1)N1CCN(c2ncccn2)CC1	-4	103	0	11	4	105	6	0	x
CCOC(=O)c1c(NC(=O)CN2CCOCC2)sc(C(=O)NC)c1C	9	95	-14	3	-2	100	4	-8	8
CCOCCCNC(=O)CN1C(=O)C(CC)Oc2ccccc21 (stereo not drawn)	-9	88	1	-6	-1	88	0	-2	-3
Cc1cc(NC(c2ccc(Cl)cc2)c2ccc3cccnc3c2O)no1 (stereo not drawn)	17	103	-12	7	-1	106	9	-98	-4
Clc1ccccc1C1CC(c2ccccc2)Nc2ncnn21 (stereo not drawn)	-4	101	-8	1	3	103	3	8	27
Cc1ccc(C2C(C#N)=C(N)Oc3n[nH]c(-c4cccs4)c32)cc1 (stereo not drawn)	9	96	-5	-2	0	91	1	0	-3
CN(Cc1cnccn1)Cc1cn(Cc2ccccc2)nc1-c1ccc2c(c1)OCO2	4	91	-17	-6	1	97	3	-13	-8
CC(=O)c1ccc(NC(=O)C(C)N(C)CC(=O)Nc2ccc(Cl)cc2)cc1 (stereo not drawn)	-7	99	2	-5	-3	101	1	-1	-2
O=c1c2nnn(-c3ccccc3)c2ncn1C/C=C/c1ccccc1	6	93	-10	5	3	97	2	6	3
O=S(=O)(/N=C(/Nc1ccc(Cl)cc1Cl)c1ccccc1)c1cccs1	-6	100	8	1	4	104	-5	-11	-6
COc1cc2c(cc1NC(=O)COC(=O)/C=C/c1ccccc1)oc1ccccc12	2	104	-5	0	-1	115	2	8	31
CCN1C(=O)/C(=C2/C=Cc3ccccc3N2CC)SC1=S	-2	93	19	-9	1	92	5	-9	-5
Cc1ccc(Cl)c2sc(NC(=O)C3CC3)nc12	1	95	3	-6	1	97	1	0	4
Cc1onc(-c2ccccc2)c1C(=O)NNC(=S)NC(=O)c1ccc(Cl)cc1Cl	-6	104	1	1	2	125	0	-76	20
COc1cccc(C(=O)N(Cc2cc3cc(C)ccc3[nH]c2=O)C(C)C)c1	6	103	6	6	5	103	-3	-3	8
CS(=O)(=O)N(CC(=O)Nc1cccc([N+](=O)[O-])c1)c1ccccc1	-2	95	-4	-2	-1	105	5	11	11
Cc1ccc(N2CC(C(=O)OCc3ccc([N+](=O)[O-])cc3)CC2=O)cc1 (stereo not drawn)	0	x	-8	x	0	x	-3	-3	-24
COC(=O)c1ccc(C2NC(C(=O)O)CS2)cc1 (stereo not drawn)	0	103	10	2	3	104	-2	-6	9
CCCCN(C(=O)c1ccc(OC(F)(F)F)cc1)c1c(N)n(CCC)c(=O)[nH]c1=O	0	94	-1	-1	10	93	2	1	-12
Cc1ccc(C23CC4CC(CC(C(N)=O)(C4)C2)C3)cc1	2	103	10	9	4	106	0	-5	-4
O=C(NCCO)c1cccc(Cl)c1	-4	112	-6	2	3	104	2	0	-5
CCC(=O)Nc1nc2nc(C)cc(=O)n2[nH]1	-2	x	-38	x	6	x	2	9	20
CCn1c(COc2ccc(C)cc2)nnc1SCc1ccc(C#N)cc1	4	103	2	11	0	105	18*	0	15
CC(C)CC(NC(=O)C1CCC(=O)N1)C(=O)NC(CC(C)C)C(=O)N1CCCC1C(N)=O (stereo not drawn)	-8	104	4	4	3	101	-2	-8	1
CNS(=O)(=O)c1cc(NC(=O)CCNC(=O)c2ccco2)ccc1C	4	99	-2	-1	-3	104	2	8	17
O=S(=O)(c1ccc(OCC(O)CN2CCN(c3ccccc3O)CC2)cc1)N1CCOCC1 (stereo not drawn)	24	107	-14	2	2	98	1	-2	15
O=C(NCc1ccc(Cl)cc1)C(=O)Nc1nccs1	6	112	-7	-1	2	121	4	9	18
Cc1ccc(SCc2nnc(NC(=O)c3ccccc3)s2)cc1	-7	96	6	-5	6	95	11	9	6
CCc1ccc2[nH]c(C)c(CN3CCCCCC3)c(=O)c2c1	-6	114	3	7	5	106	-3	6	16
C/C(=N\NC(=O)CSCc1ccc(Cl)cc1)c1ccc2c(c1)OCCO2	4	106	4	4	4	108	-2	-28	-7
CCCNC(=O)c1c(O)c2cccc3c2n(c1=O)CCC3	5	101	-6	4	3	101	x	0	-1
CC(C)c1ccc(NC(=O)C2CC(=O)N(C3CCCC3)C2)cc1 (stereo not drawn)	-10	102	-14	6	-2	101	-11	8	0
NS(=O)(=O)c1ccc(NC(=O)C2C3C=CC(C3)C2C(=O)O)cc1 (stereo not drawn)	-3	97	0	0	1	92	6	-2	1
O=C(NCCc1nc2ccccc2[nH]1)c1cccc(Br)c1	-2	105	-5	-2	-5	100	2	8	-4
CC(=O)c1cc(CN2C(=O)CCC2=O)cs1	-1	101	0	1	0	101	2	18	3
COc1ccc(-c2ccncc2)cc1OC	x	115	x	7	4	114	3	x	x
CCc1ccc(OCc2nnc(SCC(=O)NC3CCCCC3)o2)cc1	-6	102	-9	1	2	103	-4	17	14
NC(=O)COc1ccccc1C(=O)NC12CC3CC(CC(C3)C1)C2	4	107	1	8	0	102	2	1	18
O=C(COc1ccccc1[N+](=O)[O-])Nc1ccc2c(c1)OCO2	-4	97	-3	-5	2	99	2	24	11
COc1ccc(N2C(=O)NC3CC2(C)Oc2ccccc23)cc1OC (stereo not drawn)	-4	102	-1	0	2	104	-2	6	1
O=C(CCc1nnc(CCCCc2ccccc2)o1)NCc1cc(F)ccc1F	1	103	-8	-6	1	111	1	15	27
CC(=O)Nc1nnc(SCC(=O)NCC2CCCO2)s1 (stereo not drawn)	x	101	-4	-2	-2	66	1	6	15
CC(=O)c1ccccc1Oc1cc(NN2CCCCC2)c([N+](=O)[O-])cc1[N+](=O)[O-]	4	97	-17	0	-1	100	-2	-1	6

Part of the list above with just MEKK3 PB1 HTS and IDE act:
Structure,MEKK3 PB1 HTS,IDE act
CC(C)c1ccc(NC(=O)C2CC(=O)N(C3CCCC3)C2)cc1 (stereo not drawn),101,-2
NS(=O)(=O)c1ccc(NC(=O)C2C3C=CC(C3)C2C(=O)O)cc1 (stereo not drawn),92,1
O=C(NCCc1nc2ccccc2[nH]1)c1cccc(Br)c1,100,-5

(listing goes on)
SMILES	M18AAP inhibitor	MEKK2 WT-MEK5	pCIP destab	MEKK2 mut-MEK5	IDE act	MEKK3 PB1 HTS	IDE cell inh	SUMO HTRF inh	NALP1 inh
COCCNC(=O)COCc1cc(-c2ccc3c(c2)OCO3)on1	-1	108	-7	6	-4	101	5	11	-1
Cc1ccc(C)c(NC(=O)COC(=O)Cc2ccsc2)c1	-3	85	-5	-8	10	99	1	10	-3
COc1ccc(CCNC(=O)CCCN2C(=O)c3ccccc3C2=O)cc1OC	-1	103	-7	1	2	103	-3	9	11
Cc1cccc(N2CC(O)(c3cccs3)[N+]3=C2CCCCC3)c1 (stereo not drawn)	1	97	-9	-4	5	96	0	12	2
CC(=O)Nc1ccc(S(=O)(=O)/N=C2/NC(=O)/C(=C\c3ccco3)S2)cc1	10	107	-4	6	-2	104	0	26	16
COc1ccc(-n2nc(C(=O)NCC(=O)NCCCN3CCCCCC3)c3ccccc3c2=O)cc1Cl	-3	149*	-2	28	3	102	7	11	23
N#C/C(=C\c1ccc(-c2cccc([N+](=O)[O-])c2)o1)C(=O)NCCN1CCOCC1	3	97	18	-2	-1	96	0	-6	17
Cc1c(C(=O)N(C)CCCCN2CCOCC2)oc2c(F)cccc12	-11	103	-7	3	1	104	-4	17	25
COc1cc(C(=O)O)cc(Br)c1OC1CCCC1	6	x	-2	x	6	x	-1	4	-1
O=C(c1cccc(S(=O)(=O)N2CCOCC2)c1)N1CCN(c2ccc(F)cc2)CC1	-5	100	3	1	-5	103	-1	-20	-10
COCc1cc(=O)[nH]c(Nc2nc3ccccc3o2)n1	4	108	5	6	0	105	-5	-44	-12
S=C(NCCCN1CCOCC1)NCCCN1CCOCC1	39*	95	-1	-2	2	102	4	-2	0
COc1ccc(C2/C=C\CN(C(=O)C3CC3)CC(=O)N2Cc2ccc(F)cc2)cc1 (stereo not drawn)	x	90	3	3	2	98	5	-2	-11
CCN(CC)CCCNC(=S)N1CCN(c2nc(-c3ccccc3)cs2)CC1	1	143*	-10	23	-10	103	3	5	10
COC(=O)c1nn(-c2ccccc2)ccc1=O	1	118	-16	13	2	116	8	8	6
CC1OC(Nc2ccc(N=Nc3ccccc3)cc2)C(O)C(O)C1O (stereo not drawn)	9	97	-1	-4	1	103	0	9	5
O=C(Nc1cccc(O)c1)C1CC(c2ccc(Cl)cc2)=NO1 (stereo not drawn)	-12	103	-7	1	3	104	-1	-2	6

Pulled by compound from above, four records:
SMILES	M18AAP inhibitor	MEKK2 WT-MEK5	pCIP destab	MEKK2 mut-MEK5	IDE act	MEKK3 PB1 HTS	IDE cell inh	SUMO HTRF inh	NALP1 inh
CC1OC(Nc2ccc(N=Nc3ccccc3)cc2)C(O)C(O)C1O (stereo not drawn)	9	97	-1	-4	1	103	0	9	5
Cc1c(C(=O)N(C)CCCCN2CCOCC2)oc2c(F)cccc12	-11	103	-7	3	1	104	-4	17	25
O=C(NCCc1ccc(Cl)cc1)c1nnc(Cc2ccc(Cl)cc2)o1	0	97	1	-3	3	106	1	10	28
O=C(c1ccc(Cl)s1)N1CCN(c2ncccn2)CC1	-4	103	0	11	4	105	6	0	x
